Screens from PubChem BioAssay.
Tn6 DDE FP – inhibitors of Tn6 peptide binding to fibrin DD(E), primary screen, biochemical, fluorescence polarization, human fibrin, Tn6 probe; actives 0.21% (n = 370,000); Fibrin DD(E) TRITC-Tn6 fluorescence polarization displacement; AID 720509, 2013; Fibrinogen beta chain (Homo sapiens), P02675; inhibition, % at 8.3 µM;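 active means inhibition above a per-campaign cutoff: mean of compounds within control limits plus 3 SD, cut at about 15% in these data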;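 further: 0% = median of all compound wells on the plate and 100% = blocking peptide control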
Target sequence (P02675 whole entry, looked up): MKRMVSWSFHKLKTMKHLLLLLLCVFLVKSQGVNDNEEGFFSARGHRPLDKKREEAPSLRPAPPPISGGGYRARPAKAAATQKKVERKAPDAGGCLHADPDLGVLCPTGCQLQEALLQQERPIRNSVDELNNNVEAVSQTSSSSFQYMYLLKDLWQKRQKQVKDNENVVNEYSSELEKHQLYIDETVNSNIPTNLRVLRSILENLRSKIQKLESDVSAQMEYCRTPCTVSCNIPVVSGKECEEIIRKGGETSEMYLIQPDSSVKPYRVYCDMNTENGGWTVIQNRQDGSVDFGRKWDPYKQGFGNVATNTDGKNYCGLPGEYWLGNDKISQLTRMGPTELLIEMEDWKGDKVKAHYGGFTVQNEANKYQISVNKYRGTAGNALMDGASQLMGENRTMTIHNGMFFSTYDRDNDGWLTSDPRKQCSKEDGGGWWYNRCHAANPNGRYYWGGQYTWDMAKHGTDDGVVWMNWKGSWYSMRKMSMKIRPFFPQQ
SIAE primary – human SIAE inhibitors, primary screen, biochemical, fluorescence polarization, FP-Rh probe, 1536-well HTS; Sialate O-acetylesterase (Homo sapiens), Q9HAT2; SIAE FP-Rh probe binding; inhibition, % at 9.66 µM; actives 0.69% (n = 370,000); AID 1053197, 2014;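 active means inhibition above a cutoff: mean of compounds within the control limits plus 3 SD of those, cut at about 17% in these data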;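 further: 0% = plate median of compound wells and 100% = probe without SIAE protein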
ADAM17 inh – ADAM17 inhibitors, primary screen, biochemical, QFRET; Disintegrin and metalloproteinase domain-containing protein 17 (Homo sapiens), P78536; recombinant ADAM17, EDANS/DABCYL FRET peptide cleavage; inhibition, % at 6.95 µM; actives 0.83% (n = 370,000); AID 720648, 2013;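 active means inhibition above the mean of compounds lying between control limits plus 3 SD, set per campaign, cut at about 8.5% in these data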;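 further: 0% = DMSO-only wells as the low control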
ARFGAP1 inh – inhibitors of rat ARFGAP1 GAP activity, primary screen, biochemical, fluorescence polarization, GDP tracer; Arfgap1-stimulated ARF1 GTP hydrolysis, GDP FP detection; inhibition, % at 16.5 µM; actives 0.26% (n = 360,000); AID 651572, 2012;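 active means inhibition above a per-plate limit, mean inhibition of low control wells plus 3 SD, cut at about 25% in these data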;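 further: 0% = DMSO wells with enzyme and 100% = wells lacking Arfgap1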
Target sequence (Q62848 1-136 limits assumed): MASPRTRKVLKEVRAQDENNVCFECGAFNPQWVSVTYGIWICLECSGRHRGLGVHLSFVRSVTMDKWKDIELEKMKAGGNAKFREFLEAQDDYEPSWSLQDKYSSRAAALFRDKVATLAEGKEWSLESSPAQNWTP
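Material – truncated rat Arfgap1 GAP domain · Buffer or medium – HEPES-based buffer, pH 7.5 · Reagent – human ARF1(Δ1-17)-GTP substrate · Dosing – 16.5 µM single point, 1.26% DMSO · Schedule – GTP hydrolysis reaction 2 h at 25 °C · Technique – GDP detection by fluorescence polarization · Benchmarks – No-Arfgap1 wells (100%) versus DMSO full-reaction wells (0%) · Repeats – single replicate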
TDP2 absorb – human TDP2 enzyme inhibitors, primary screen, biochemical, epi absorbance, recombinant enzyme; Tyrosyl-DNA phosphodiesterase 2 (Homo sapiens), O95551; AID 720702, 2013; T5PNP hydrolysis, p-nitrophenol absorbance 415 nm; inhibition, % at 12.8 µM; actives 0.34% (n = 370,000);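 active means inhibition above the mean of all tested compounds plus 3 SD, set per campaign, cut at about 25% in these data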;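 further: 0% = DMSO with enzyme and 100% = buffer with substrate but no TDP2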
Target sequence (O95551 whole entry, looked up): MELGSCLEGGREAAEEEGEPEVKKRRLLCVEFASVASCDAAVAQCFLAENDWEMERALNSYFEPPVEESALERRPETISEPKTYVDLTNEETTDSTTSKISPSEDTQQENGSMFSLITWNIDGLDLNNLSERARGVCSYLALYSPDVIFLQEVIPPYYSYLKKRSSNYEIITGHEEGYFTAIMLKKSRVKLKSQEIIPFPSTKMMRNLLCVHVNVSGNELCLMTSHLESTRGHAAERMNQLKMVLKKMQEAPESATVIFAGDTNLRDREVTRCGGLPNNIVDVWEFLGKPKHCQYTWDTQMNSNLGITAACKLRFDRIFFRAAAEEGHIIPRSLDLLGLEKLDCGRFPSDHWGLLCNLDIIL
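Assay system: recombinant human TDP2 / Reagent: T5PNP substrate at 5 mM, a TopII-DNA adduct mimic / Measured by: epi absorbance from released p-nitrophenol / Evaluation: % inhibition relative to enzyme-containing and enzyme-free wells / Control set: enzyme-free and DMSO wells / Replicates: each compound tested once, singlicate / Schedule: enzyme reaction with compound for 2 h at 37 °C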
DDE Tn7 FP inh – inhibitors of Tn7 peptide binding to fibrin DD(E), primary screen, biochemical, fluorescence polarization, human fibrin, Tn7 probe; FP displacement of FITC-Tn7 peptide from fibrin DD(E); 0% = median of compound wells per plate; actives 0.13% (n = 370,000); inhibition, % at 8.3 µM; Fibrinogen beta chain (Homo sapiens), P02675;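 active means inhibition above the mean of compounds falling within the control limits plus 3 SD of them, cut at about 14% in these data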;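 further: 0% = plate median of compound wells and 100% = 10 µM Aha-Tn7 peptide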
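Assay system: human fibrin DD(E). Input: DD(E) 2 µM final. Medium: Tris buffer with calcium and detergent, pH 7.8. Compound dosing: single point at 8.3 µM. Timing: 10 min plus 3 h, room temperature. Technique: fluorescence polarization of the labelled Tn7 tracer. Read-out: percent inhibition. Replicates: singlicate testing.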
PLC-beta3 inh – human PLC-beta3 inhibitors, primary screen, biochemical, fluorescence | actives 0.18% (n = 370,000) | 1-phosphatidylinositol 4,5-bisphosphate phosphodiesterase beta-3 (Homo sapiens), Q01970 | inhibition, % at 12.2 µM | Purified PLC-beta3, fluorogenic substrate | AID 720704, 2013; in the data active means inhibition above about 11%;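 further: 0% = median of compound wells on plate and 100% = full blocker control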
ADAM10 inh – human ADAM10 inhibitors, primary screen, biochemical, QFRET, HTS; Disintegrin and metalloproteinase domain-containing protein 10 (Homo sapiens), O14672; recombinant ADAM10, EDANS/DABCYL FRET peptide cleavage, 3 h; inhibition, % at 7 µM; actives 0.62% (n = 370,000); AID 720582, 2013;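 active means inhibition above a per-campaign cutoff equal to the mean of compounds falling between control-based bounds plus 3 SD, cut at about 20% in these data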;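 further: 0% = DMSO wells while the 100% control is not disclosed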
PLCg1 inh – PLC-gamma1 enzyme inhibitors, primary screen, biochemical, fluorescence, purified enzyme. inhibition, % at 12.2 µM. AID 720700, 2013. 1-phosphatidylinositol 4,5-bisphosphate phosphodiesterase gamma-1 (Homo sapiens), P19174. fluorogenic substrate. actives 0.84% (n = 370,000); in the data active means inhibition above about 9.5%
ASAP1 inh – inhibitors of human ASAP1 ArfGAP activity, primary screen, biochemical, fluorescence polarization; Arf-GAP with SH3 domain, ANK repeat and PH domain-containing protein 1 (Homo sapiens), …; ASAP1-stimulated ARF1 GTP hydrolysis, GDP FP detection; inhibition, % at 16.5 µM; actives 0.19% (n = 360,000); AID 624377, 2012; in the data active means inhibition above about 25%;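 further: 0% = vehicle with enzyme and substrate and 100% = no enzyme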
Numbers without * were called inactive; i = inactive; . = not tested or not shown.

SMILES	Tn6 DDE FP	SIAE primary	ADAM17 inh	ARFGAP1 inh	TDP2 absorb	DDE Tn7 FP inh	PLC-beta3 inh	ADAM10 inh	PLCg1 inh	ASAP1 inh
O=c1nc(N2CCCC2)nc(N2CCCC2)[nH]1	0	6	-5	11	4	6	-5	3	-1	3
COc1ccccc1NS(=O)(=O)c1ccc(C(=O)NCC(c2ccc(F)cc2)N2CCOCC2)cc1 (stereo not given)	-3	-3	0	2	-10	-7	3	2	2	0
Cc1cc(Oc2ccc(Cl)cc2)nc(-c2ccccc2O)n1	-3	-1	3	-7	-4	1	2	1	2	6
Cc1occc1-c1nnc(SCC(=O)Nc2nccs2)n1CCc1ccccc1	-7	3	-5	6	0	-1	0	1	-3	8
O=C(NCc1ccccc1)N1CCC(c2nc3ccccc3[nH]2)CC1	8	0	-7	-5	-5	0	0	-2	-2	6
C=CCc1cc(Cl)ccc1OCCNCCOC	-1	0	-1	-3	-6	4	-2	-6	3	-10
Cc1cc(C(=O)CN2C(=O)NC3(CCCCC3)C2=O)c(C)n1-c1ccc2c(c1)OCO2	0	5	1	0	-6	-7	-2	-6	0	-7
COCCNC(=O)C1(C)CCCN(C(=O)COc2ccccc2)C1 (stereo not given)	3	0	-3	8	0	-8	3	-5	3	-20
Cc1ccc(Cn2c(C(CO)Nc3nc(-c4ccc(Cl)c([N+](=O)[O-])c4)cs3)nc3ccccc32)cc1 (stereo not given)	-5	-10	17*	7	-4	0	6	20	5	4
CCC(CC)NC(=O)c1oc2ccccc2c1COc1ccccc1	3	-9	5	-3	-1	1	5	15	3	6
O=C(c1cccc(S(=O)(=O)N2CCCCC2)c1)N1CCOCC1	2	-3	-2	-3	-1	-1	3	-9	0	-6
O=C1NC2=C(C(=O)CCC2)C(c2ccccc2[N+](=O)[O-])N1 (stereo not given)	0	14	-6	-6	14	2	-57	-14	-38	14
COc1ccc([N+](=O)[O-])cc1NCc1ccccc1C	-4	1	1	9	-3	8	-7	8	-7	10
CC(=O)Oc1ccccc1Cn1c(C)c(C(=O)NCc2cccc([N+](=O)[O-])c2)sc1=O	3	4	0	-9	6	-4	1	0	1	-8
COc1cnc(-c2ccccc2)nc1OC	12	6	-5	-7	10	-1	4	-7	1	5
O=C(O)CCC(=O)Nc1ccccc1N1CCOCC1	7	4	3	15	-4	-8	5	-6	3	-9
OCCNc1nc(Nc2ccc(O)cc2)nc2ccccc12	-8	2	0	-2	-4	-4	-5	-9	5	7
O=C(c1cc(-c2ccc(Cl)s2)nc2ccccc12)N1CCCC1	-5	-8	-70	4	-1	-2	-61	-234	-27	-5
O=S(=O)(c1ccccc1)N(Cc1ccc(Cl)cc1)c1ccncc1	-6	-3	-3	1	-5	0	-8	-1	2	5
CC(C)NC(=O)N1Cc2cc(C(=O)NC3CCCC3)nc(-c3cccc(-c4cccnc4)c3)c2[C@H]1CCO	5	7	0	-4	-6	2	0	-7	0	2
O=C(CSc1ncn[nH]1)NCc1ccc2c(c1)OCO2	-7	8	-5	-4	3	3	-4	-2	0	7
COc1ccc(NC(=S)N2CCN(C)CC2)cc1	0	4	-4	-11	-1	0	-7	-4	-2	-4
CCOc1ccc(NC(=O)c2cccc(OC(=S)N3CCOCC3)c2)cc1	3	-1	0	5	2	4	0	1	1	0
CC12CCC(=O)N1C(C(=O)N1CCN(c3ccc([N+](=O)[O-])cc3)CC1)CS2 (stereo not given)	6	2	-3	1	1	5	-8	-12	1	-14
O=C(COC(=O)c1ccc(S(=O)(=O)N2CCOCC2)cc1)Nc1nc(-c2ccccc2)cs1	5	-13	-2	5	6	3	3	-2	-2	-4
CCc1nc(C)ccc1OCC(=O)O	5	-10	-4	2	0	-4	5	-9	1	-5
C/C(O)=C(/C=Nc1ccccc1)C(=O)Nc1ccccc1	3	-4	5	0	-3	-4	2	0	2	9
CCC1(C)SC(N)=NN1C(C)=O (stereo not given)	-1	-5	-2	14	-7	-6	-2	1	3	6
CCN(CC)C1CCN(C(=O)c2ccc3nc(Cc4ccc(OC)cc4)oc3c2)C1 (stereo not given)	6	1	1	8	3	2	-3	4	3	4
COc1cc2c(cc1OC)CN(C(=O)CSc1nnc(C)s1)CC2	-6	0	-16	8	3	-1	-79	-35	-59	-8
Cc1cc(C)n2ncc(C(=O)Nc3ccc4c(c3)CCC4)c2n1	-4	4	-4	.	13	9	0	-4	-2	.
Cc1nnc2ccc(-c3cccc(NS(C)(=O)=O)c3)nn12	-1	5	0	5	-1	-8	1	0	3	0
CCOc1ccc(Cl)cc1-c1cc(C(=O)Nc2ccc(C(C)C)cc2)[nH]n1	-16	-70	-1	-6	-6	0	2	-29	3	-2
COc1ccc(/C=C(\C#N)C(=O)NCCc2ccccc2)cc1OCc1ccccc1	-2	-25	-3	9	3	1	-2	-1	-3	8
CCc1n[nH]c(=S)n1/N=C/c1ccccn1	-1	3	-7	10	-17	3	-5	11	3	-14
COc1ccc(Cl)cc1NC(=O)CN1CCC(n2nnc3cc(C)ccc32)CC1	6	6	-4	-8	4	-6	1	-7	3	-4
CC(Sc1nc2ccccc2[nH]1)C(=O)Nc1ccccc1F (stereo not given)	2	-8	-1	-9	-3	-5	-7	-1	-1	-2
CCOc1ccccc1/C=C/c1onc(C)c1S(=O)(=O)N1CCC(C(=O)NC(C)C)CC1	1	-3	-4	13	4	-1	-4	7	1	5
CN(C)c1cc[n+](CC(=O)Nc2ccc([N+](=O)[O-])cc2Cl)cc1	-8	-1	-1	20	0	2	8	-6	2	18
Cc1cc(C)nc(-n2ncc(C#N)c2N)n1	4	4	0	1	8	5	1	2	5	8
CC(CN1CCN(Cc2ccccc2)CC1)c1ccccc1 (stereo not given)	-6	1	1	4	26*	-2	-2	-6	1	-3
COc1ccc(C(=O)COC(=O)[C@H](C)Nc2ccc(C(F)(F)F)cc2[N+](=O)[O-])c(OC)c1	6	-8	-1	13	-9	-2	-1	-5	-1	5
C=CCn1c(COc2ccccc2-c2ccccc2)nnc1SCC(=O)NC(=O)NCc1ccco1	-1	-9	6	-10	-10	-5	-6	13	5	3
Cc1ccc(C(NC(=O)N2CCOCC2)C(Cl)(Cl)Cl)cc1F (stereo not given)	-4	-7	-5	-4	3	3	5	9	1	-1
COc1ccc(-c2nc3ccc(C)cn3c2Cc2ccccc2C(F)(F)F)cc1OC	1	11	-48	-7	-7	5	-26	-135	-20	12
CC(C)(C)C(=O)O[C@@H]1CCC[C@@]2(C(=O)N(Cc3ccccc3)c3ccccc32)[C@H]1NC(=O)CCc1ccccc1	-3	3	7	.	-4	6	6	13	1	.
COc1ccc(-n2nnnc2SCC(=O)Nc2nnc(C)s2)cc1OC	3	4	-3	5	-8	-5	5	-1	1	-16
Cc1ccc(Cl)cc1NS(=O)(=O)N1CCOCC1	-1	-4	0	2	6	-4	-4	-2	2	-4
CCCn1c(=N)n(CC(O)c2ccco2)c2ccccc21 (stereo not given)	-1	2	-9	2	6	-8	-2	-12	-5	2
COc1cc(C(=O)NCCNc2nc3c(C)cccc3cc2C#N)cc(OC)c1OC	-6	2	-122	0	-2	-4	-116	-486	-86	-10
CCOc1ccccc1Nc1nnc(C)c(=O)[nH]1	8	6	-5	11	-1	5	1	-2	0	3
O=C(O)c1ccc(COc2c(F)c(F)cc(F)c2F)o1	-4	2	0	5	-5	-3	2	9	4	7
COC(=O)[C@H](CC(C)C)N(Cc1ccccc1)S(=O)(=O)N(Cc1ccccc1)[C@@H](CC(C)C)C(=O)OC	-3	-3	-5	-8	8	1	0	-6	-1	18
COc1ccc(N2C(=O)c3cccc4cccc(c34)C2=O)nn1	-3	2	-101	2	1	0	-23	-292	-19	2
COc1cc(/C=C2\CCCc3c2nc2ccccc2c3C(=O)O)cc(Br)c1O	5	2	-4	2	7	-2	-145	0	-89	10
CC(=O)c1c(C)[nH]c(C(=O)Nc2cccc(C#N)c2)c1C	0	-10	5	3	-26	-8	-3	-4	9.8*	-12
Cc1ccc2nc3ccc(N4CCCC4)nn3c(=O)c2c1	-4	-5	-109	-14	-10	-1	i	-321	-457	9
O=C(Nc1ccc(Br)cn1)c1cccc(C(=O)Nc2ccc(Br)cn2)c1	-1	-5	1	-4	-2	-8	0	1	3	-7
O=C(NNC(=O)c1ccccc1O)c1cc2ccccc2o1	-1	0	-14	3	-8	9	-11	-44	-5	12
O=C(Nc1cc(Cl)c(O)c(Cl)c1)C1CCCO1 (stereo not given)	-6	8	-3	1	2	1	2	-5	4	10
Following part.
SMILES	Tn6 DDE FP	SIAE primary	ADAM17 inh	ARFGAP1 inh	TDP2 absorb	DDE Tn7 FP inh	PLC-beta3 inh	ADAM10 inh	PLCg1 inh	ASAP1 inh
CC1CC(C)CN(CCCn2c(=S)[nH]c3ccccc3c2=O)C1 (stereo not given)	4	4	2	9	-1	-7	2	4	4	5
O=C(Nc1ccccc1F)NC1CCCc2ccccc21 (stereo not given)	0	-5	-6	1	-13	7	0	2	-1	8
COc1ccc(NC(=O)CSc2nnc(Cc3ccccc3)c(=O)n2N)cc1OC	3	-5	-2	9	-6	-8	3	0	0	0
CCc1nc2ccccc2c(C(=O)OCC(=O)NCCCN2CCCC2=O)c1C	-3	5	-6	-10	2	4	-1	2	-1	-5
Cc1c(NC(=O)CCN2C(=O)c3ccccc3C2=O)c(=O)n(-c2ccccc2)n1C	-1	0	-6	-5	0	0	2	3	3	-10

Hits appear at their usual frequency (roughly 3.6% active in at least one column).
